Screening data from PubChem.
D1 potentiator – potentiators of human D1 dopamine receptor. P21728. HEK293 TREx D1 cells, calcium flux, dopamine EC20 potentiation. potentiation, % at 10 µM. 360,000 compounds, 0.036% hits; in the data active = potentiation above about 30%; note: 0% is about no effect
D1 agonist – activates the human D1 dopamine receptor. P21728. HEK293 T-REx D1 cells, calcium flux, agonist mode. activation, % at 2 µM. 360,000 compounds, 1% hits. AID 504660; note: 0% is about no effect
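Tetracycline-induced HEK293 TREx D1 cells, force-coupled to calcium signalling, were dye-loaded with a no-wash calcium kit. Compound was pin-added after a 10 s baseline. Fluorescence was read kinetically at 1 cycle/s for 180 s, with calcium rises flagged as agonism.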
D1 antagonist – antagonists of human D1 dopamine receptor | P21728 | HEK293 TREx D1 cells, calcium flux, dopamine EC80; hits give low values | activity change, negative = inhibition, % at 10 µM | 360,000 compounds, 3.2% hits; in the data active = activity change below about -30%; note: % is set by controls: 0 for no effect and ±100 for the full control effect
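Tetracycline-induced HEK293 T-REx cells with force-coupled D1 receptor were loaded with a no-wash calcium dye. Compound was added after a 10 s baseline and read kinetically for 180 s; EC80 dopamine was then added and calcium flux followed another 180 s.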
D2 potentiator – D2 dopamine receptor (human) potentiation; P14416; HEK293 T-REx D2, calcium flux, EC20 dopamine potentiation; potentiation, % at 10 µM; 340,000 compounds, 0.34% hits;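 active = potentiation over 3 SD above the plate norm, cut at about 30% in these data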; note: 0% is about no effect
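Cells plated with tetracycline inducer and held overnight at 30 C; calcium dye loaded 30–90 min at room temperature; baseline taken, compound added and read 180 s; EC20 dopamine then added and read 180 s.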
RXFP1 antag – RXFP1 (human) relaxin receptor antagonism; Q9HBX9; AID 1259400; activity change, negative = inhibition, % at 57.5 µM; 350,000 compounds, 0.59% hits; HEK293-RXFP1, relaxin-stimulated cAMP HTRF, 30 min; hits give low values;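 active = activity change of -60% or lower, but not beyond a set lower limit; inconclusive = change between -60% and -40%, or beyond the set limit; inactive = change above -40%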; note: % is set by controls: 0 for no effect and ±100 for the full control effect
Target sequence (Q9HBX9 whole entry, looked up): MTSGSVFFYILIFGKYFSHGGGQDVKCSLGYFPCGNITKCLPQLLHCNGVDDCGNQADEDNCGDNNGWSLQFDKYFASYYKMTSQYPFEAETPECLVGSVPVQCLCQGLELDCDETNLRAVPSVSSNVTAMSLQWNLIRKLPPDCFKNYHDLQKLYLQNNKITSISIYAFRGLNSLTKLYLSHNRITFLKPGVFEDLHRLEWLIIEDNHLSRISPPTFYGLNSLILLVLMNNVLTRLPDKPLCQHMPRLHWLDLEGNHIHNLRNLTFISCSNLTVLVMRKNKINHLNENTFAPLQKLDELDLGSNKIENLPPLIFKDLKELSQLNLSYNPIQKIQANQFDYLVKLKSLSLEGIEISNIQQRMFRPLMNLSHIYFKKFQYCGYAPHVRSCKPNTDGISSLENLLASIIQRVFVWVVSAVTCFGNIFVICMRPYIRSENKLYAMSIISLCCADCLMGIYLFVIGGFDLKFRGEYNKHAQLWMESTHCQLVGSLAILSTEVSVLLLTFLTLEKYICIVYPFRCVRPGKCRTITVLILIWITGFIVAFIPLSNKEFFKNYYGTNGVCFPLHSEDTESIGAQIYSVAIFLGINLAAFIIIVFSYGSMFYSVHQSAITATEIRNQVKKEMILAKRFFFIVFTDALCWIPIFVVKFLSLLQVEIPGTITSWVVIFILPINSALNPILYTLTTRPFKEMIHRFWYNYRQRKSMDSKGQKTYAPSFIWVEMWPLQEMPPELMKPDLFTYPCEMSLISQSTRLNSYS
D2 agonist – D2 dopamine receptor (human) agonism. P14416. HEK293 T-REx D2 cells, calcium flux agonist mode. activation, % at 2 µM. 340,000 compounds, 0.53% hits. AID 485358;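 active = activation over 3 SD above normal in the single-dose calcium agonist read, cut at about 30% in these data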; note: 0% is about no effect
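Tetracycline-induced HEK293 Trex cells with D2 receptor force-coupled to calcium signaling, plated overnight at 30 C and loaded with no-wash calcium dye. Calcium flux read kinetically for 180 s after compound addition; responses flag agonists.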
TRHR enhancer – allosterically enhances the human TRH receptor | TRHR cells, fluo-8 calcium fluorescence, EC20 TRH enhancement | P34981 | AID 493056 | 360,000 compounds, 0.66% hits | enhancement, % at 2 µM; in the data active = enhancement above about 30%; note: 0% is about no effect
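Enhancer read-out: after compound pinning and an initial kinetic agonist-mode read, an EC20 of TRH (10 nM final) was injected and fluo-8 calcium signal (Ex 480/Em 530) followed at 1 s/cycle for 100 cycles in TRHR-expressing cells.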
D2 antagonist – D2 dopamine receptor (human) antagonism. 340,000 compounds, 2% hits. HEK293 TREx D2 cells, calcium flux, dopamine EC80. P14416. inhibition, % at 10 µM; in the data active = inhibition above about 30%; note: 0% is about no effect
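Overnight-induced (tetracycline, 30 C) HEK293 T-REx cells carrying force-coupled D2 receive a no-wash calcium dye, then compound, then EC80 dopamine at 180 s; signals are read kinetically throughout.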
TRHR ag – agonists of human TRH receptor; TRHR cells, calcium flux fluo-8, FDSS agonist mode; AID 493084; 360,000 compounds, 0.18% hits; activation, % at 2 µM; note: 0% is about no effect
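Steps: seed TRHR cells overnight; add fluo-8 no-wash Ca dye, RT 30 min–1.5 h; record 10 s baseline; pin-transfer compounds; monitor fluorescence 1 cycle/s for the agonist window. Calcium increases flag candidate agonists.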
Starred values were filed as active, the others as inactive; ? = inconclusive; . = no result given; & = joins results of further samples. Cut-off read from the data, not from the text of the source, unless noted: active = activation above about 30%; inactive = the rest.

SMILES	D1 potentiator	D1 agonist	D1 antagonist	D2 potentiator	RXFP1 antag	D2 agonist	TRHR enhancer	D2 antagonist	TRHR ag
Cc1c(CC(=O)NCC(=O)O)c(=O)oc2cc3oc4c(c3cc12)CCCC4	-1	4	18	-1	6	0.7	21	3	-0.5
Cc1cnc(C(=O)NCc2ccc(F)cc2)cn1	.	4	2	0	10	1.2	-7	11	0.2
O=c1c2cnn(-c3ccccc3)c2nc(-c2ccco2)n1-c1ccccc1	-2	6	-12	7	?	-1.7	2	0	0.2
COc1ccc(OC)c(Cc2nnc(CCC(=O)NCc3ccsc3)o2)c1	-6	0	4	3	0	-0.6	-4	3	-0.8
COc1ccc(C2OC(=O)CC2C(=O)NC2CCCCCC2)cc1OC (centres undefined)	-3	1	-2	-1	14	0.1	0	9	-0.3
Cc1nnc(NC(=O)C2c3ccccc3Oc3ccccc32)s1	-1	3	4	18	-28	.	5	.	2.0
Cc1c(C(=O)Nc2c(C)n(C)n(-c3ccccc3)c2=O)oc2ccc(Cl)cc12	-10	1	-11	-4	9	-1.4	-7	5	-0.7
CS(=O)(=O)c1ccccc1-c1nnc(NC(=O)c2ccc(S(=O)(=O)N3CCCC3)cc2)o1	-3	6	-7	0	-14	-0.2	-6	3	0.1
Cn1ncc2c(NNC(=O)c3ccc(Cl)c(Cl)c3)ncnc21	3	2	6	-3	9	0.5	-1	6	0.4
Cc1cc(=O)oc2cc(OCC(=O)N3CCN(C(=O)C4COc5ccccc5O4)CC3)ccc12 (centres undefined)	-2	5	-5	7	0	0.0	-1	-7	-0.7
O=S(=O)(NC1CCN(S(=O)(=O)c2c(F)cccc2F)C1)c1ccc2c(c1)OCCO2 (centres undefined)	-4&-3	6&10	-3	-2	.	0.0	4&1	-9	0.2&0.5
O=C(NNC(=O)c1cc2ccccc2cc1O)NC1CCCCC1	6	1	-12	-12	10	-0.3	-2	-4	0.6
O=C(NCc1ccc(Cl)cc1)c1cnc2sc(N3CCCCCC3)nn2c1=O	-5	-1	13	-7	-2	1.9	2	.	0.1
CN(Cc1nc2ccccc2n1C)S(C)(=O)=O	8	3	1	-13	-2	1.1	-1	-1	0.0
CCOc1cc2[nH]c(=O)n(CCCCC(=O)N3CCN(c4ccccc4)CC3)c(=O)c2cc1OCC	-3	0	-20	-19	-4	0.3	-10	.	0.0
Cc1ccc(S(=O)(=O)CCC(O)c2ccc(Cl)cc2)cc1 (centres undefined)	1	3	-8	-6	-2	-0.1	-4	4	0.1
Cc1cc(C)nc(N2C(=O)CC(C(=O)O)NC2=NCCc2c[nH]c3ccccc23)n1 (centres undefined)	0	6	2	-15	-5	0.5	0	-9	0.0
Cc1ccc(C)c(NC2CCCCC2NS(=O)(=O)c2ccccc2)c1 (centres undefined)	-1	4	11	14	0	0.5	-7	8	-0.4
O=C(NC1CCCCC1)[C@@H]1CSC2c3ccccc3C(=O)N21 (some centres undefined)	1	-1	-11	6	0	-0.2	1	0	0.2
CN1CCN(NC(=O)c2ccc(Cl)cc2Cl)CC1	-4	2	12	17	5	-0.2	1	1	-0.3
O=C(NCc1ccccn1)c1cccc(NS(=O)(=O)c2cccc(F)c2)c1	-2	1	8	2	17	1.2	2	-1	0.2
CC(C(=O)N1CCN(c2ccc(Cl)cc2)CC1)c1ncc(C(F)(F)F)cc1Cl (centres undefined)	5	5	-4	2	7	1.7	2	10	-0.2
CC(C)NC(=O)c1cnn2c1NC(c1cccs1)CC2C(F)(F)F (centres undefined)	7	0	-5	-5	14	0.0	-1	27	-0.2
CCOC(=O)C(C(=O)OCC)C(CC(=O)C1CC1)c1ccccc1 (centres undefined)	-5	0	-6	0	1	-0.2	-2	-6	-0.2
CCOC(=O)c1c(CC(C)C)csc1NC(=O)CCl	-1	0	4	3	-6	0.5	7	-13	-0.4

Brought forward from above: two compounds, followed by the next part.
SMILES	D1 potentiator	D1 agonist	D1 antagonist	D2 potentiator	RXFP1 antag	D2 agonist	TRHR enhancer	D2 antagonist	TRHR ag
CCOC(=O)C(C(=O)OCC)C(CC(=O)C1CC1)c1ccccc1 (centres undefined)	-5	0	-6	0	1	-0.2	-2	-6	-0.2
CCOC(=O)c1c(CC(C)C)csc1NC(=O)CCl	-1	0	4	3	-6	0.5	7	-13	-0.4
COc1cccc(/C=N/NC(=O)CNC(=O)C(c2ccccc2)c2ccccc2)c1O	.	7	9	-2	-28	-0.9	-5	4	-1.0
COc1ccc(C)cc1-n1c(SCC(=O)Nc2cccc(C(=O)O)c2)nc2ccccc2c1=O	0	1	1	0	0	0.0	6	3	0.1
CCOC(=O)CN1N=C(c2ccc(Cl)cc2)CCC1=O	-3	1	-30	-5	-2	0.0	41*	-9	-0.2
O=C(CN1CCOCC1)Nc1cccc(S(=O)(=O)N2CCCCCC2)c1	1	4	-19	5	-7	2.2	-3	-17	0.5
O=C(Nc1ccccc1)N1CCc2scc[n+]2-c2ccccc21	11	4	2	8	5	0.1	2	-18	0.2
COc1cc(-c2noc(C)c2C#CCO)cc(OC)c1OC	1	-1	2	0	.	-0.2	25	6	-0.6
COC(=O)CC1c2cc(OC)c(OC)cc2CC(=O)c2cc(OC)c(OC)cc21 (centres undefined)	-5	2	9	6	-3	2.4	1	13	0.3
COC(=O)c1cc(NC(=O)c2ccoc2C)cc(C(=O)OC)c1	-6	2	-12	-5	-5	0.6	7	-15	0.9
CCc1ccc2nc3sc(C(=O)O)cc3cc2c1	21	255*	36	5	?	-0.6	0	-9	-0.6
CCCOc1ccc(NC(=O)C2CCCNC2=O)cc1 (centres undefined)	-3	-1	8	3	-3	0.1	0	6	0.0
CCOc1ccc(CN2CCN(C/C=C/c3ccc(OC)cc3)CC2CCO)cc1 (centres undefined)	-4	11	-15	-9	-18	0.6	-1	-23	0.2
O=C(COC(=O)c1nc(Cl)ccc1Cl)NCc1ccccc1	4	1	-4	-2	-19	0.1	0	-12	-0.8
CCOC(=O)/C(=C\c1ccc(OC)c(OC)c1)C(=O)c1cccnc1	-4	0	-12	40*	-11	3.1	-5	2	0.0
CC(=O)N1c2ccc(S(=O)(=O)N3CCC(C(=O)Nc4cccc(Cl)c4)CC3)cc2CC1C (centres undefined)	-9	2	-21	-3	-7	0.0	5	41*	-0.2
CC(=O)N1CCC(=NNc2ccc(S(N)(=O)=O)cc2[N+](=O)[O-])CC1	-4	2	-18	4	-14	0.4	0	-3	0.7
Cn1c(=O)c(C(=O)COc2ccc(C#N)cc2)c(N)n(Cc2ccccc2)c1=O	0	59*	-18	12	31	9.2	1	-16	9.6
c1ccc2c(c1)CC/C2=N/Nc1nc2ccccc2[nH]1	-7	2	8	0	?	1.3	0	4	-1.6
COc1ccc(-c2cc(=O)oc3cc(OCC(=O)Nc4ccccn4)ccc23)cc1	-5	5	-26	5	13	-0.1	1	-8	-0.2
O=C(CSc1nc2ccccc2o1)NCc1ccc2c(c1)OCO2	3	0	-10	4	2	-1.1	15	10	0.1
Cc1c(OCC(=O)NCCN2CCOCC2)ccc2c1oc(=O)c1ccccc12	-6	4	-5	2	7	8.0	-1	3	0.0
Cc1ccc(/C=N\NC(=O)c2cc([N+](=O)[O-])cc([N+](=O)[O-])c2)o1	-10	0	-3	8	0	-0.5	18	-13	-0.5
CCCCc1ccc(S(N)(=O)=O)cc1	2	1	-32*	-1	2	-1.1	1	2	0.1
Cc1ccccc1Nc1nc(-c2cccnc2)cs1	-4	-1	5	-8	0	-0.6	-4	4	0.1
S=c1[nH]nc(-c2cccnc2)n1/N=C/c1ccccc1	0	1	-21	12	-19	0.6	2	-3	-0.2
COC(=O)C1=C(C(=O)OC)SC2(S1)C(C(=O)OC)=C(C(=O)OC)SC1=C2c2cc(C)ccc2NC1(C)C	-5	2	1	-4	13	-1.1	0	-7	0.1

Compound profiles, as listed above.
`COC(=O)CC1c2cc(OC)c(OC)cc2CC(=O)c2cc(OC)c(OC)cc21` (centres undefined) is entered as D1 potentiator: -5; D1 agonist: 2; D1 antagonist: 9; D2 potentiator: 6; RXFP1 antag: -3; D2 agonist: 2.4; TRHR enhancer: 1; D2 antagonist: 13; TRHR ag: 0.3
`O=C(Nc1ccccc1)N1CCc2scc[n+]2-c2ccccc21` is entered as D1 potentiator: 11; D1 agonist: 4; D1 antagonist: 2; D2 potentiator: 8; RXFP1 antag: 5; D2 agonist: 0.1; TRHR enhancer: 2; D2 antagonist: -18; TRHR ag: 0.2
`CCCOc1ccc(NC(=O)C2CCCNC2=O)cc1` (centres undefined) is entered as D1 potentiator: -3; D1 agonist: -1; D1 antagonist: 8; D2 potentiator: 3; RXFP1 antag: -3; D2 agonist: 0.1; TRHR enhancer: 0; D2 antagonist: 6; TRHR ag: 0.0

Remaining list, next part
SMILES	D1 potentiator	D1 agonist	D1 antagonist	D2 potentiator	RXFP1 antag	D2 agonist	TRHR enhancer	D2 antagonist	TRHR ag
CCc1cccc(CC)c1NC(=O)COc1ccccc1C(=O)c1cc(C#N)c(=O)n(C2CCCCC2)c1	-1	1	17	-3	-5	16	-12	-12	2.3
CC1(C)CN(c2ccc(CC#N)cc2)C1=O	-3	3	-10	-4	1	1.7	-5	2	0.9
Cc1occc1C(=O)NC(C)C12CC3CC(CC(C3)C1)C2 (centres undefined)	-3	2	4	5	-27	-2.6	-1	-16	-2.2
Cc1ccccc1NC(=S)N(CCCN1CCCCC1)Cc1ccco1	-5	2	-6	-3	2	1.0	7	-11	0.2
Cc1ccnc(NS(=O)(=O)c2ccc(Cl)nc2)c1	2	2	5	-5	-2	0.1	-2	-5	0.9
Cc1cccc(Cn2c(C)c(CNC3CCCCCC3)c(C(=O)O)c2C)c1	0	1	-4	0	-8	-0.7	-1	.	0.5
C=CCn1c(SCC(=O)NC(=O)NCc2ccco2)nc2sc(C)c(C)c2c1=O	-9	4	7	-4	3	-2.0	7	-5	0.2
Cc1ccc2oc(=O)c(-c3ccc(O)cc3)c(C)c2c1	-3	-2	-1	4	1	-2.1	-5	5	-1.2
O=C(NC1CCCC1)c1noc2c1CCCCC2	5	-3	-11	-9	9	0.4	-4	-4	0.3
Cc1ccc(C)c(OCc2cc(C(=O)N3CCOCC3)no2)c1	-4	2	14	-4	9	0.6	-1	4	-0.6
CCOC(=O)c1cnc(NCc2ccccc2)nc1C	-6	7	13	15	9	0.0	2	-6	-0.1
CCN(CC)S(=O)(=O)c1cccc(NC(=O)COC(=O)c2ccc(Br)o2)c1	-3	3	0	21	-2	-0.3	8	3	-0.7
COc1cc(C(=O)NCCS(=O)(=O)N2CCN(c3ccccc3)CC2)cc(OC)c1OC	0	0	-14	2	-5	.	1	.	0.1
CCCNC(=O)/C=C/C(=O)O	-3	4	4	0	-2	-0.2	3	1	-0.2
CC(C)c1ccc(/C=C/C(=O)NC2CCCCC2)cc1	-4	3	2	-5	15	0.4	5	0	2.2
